L3MBTL1 inh: inhibitors of human L3MBTL1; Q9Y468; AlphaScreen L3MBTL1–H3K9me1 peptide binding; Potency, µM (titrated, usually from 57.1 µM), without a hit: at the top dose activity, negative = inhibition, actives largely listed as inhibitors; 230,000 tested, 0.66% active; active = well fitted inhibition curve with a large enough effect; inconclusive = small, poorly fitted or top-dose-only effect; inactive = no such curve, though single readings can be large or run the other way; note: nearly all actives have a fitted effect of over 60% in size
Target sequence (Q9Y468 whole entry, looked up): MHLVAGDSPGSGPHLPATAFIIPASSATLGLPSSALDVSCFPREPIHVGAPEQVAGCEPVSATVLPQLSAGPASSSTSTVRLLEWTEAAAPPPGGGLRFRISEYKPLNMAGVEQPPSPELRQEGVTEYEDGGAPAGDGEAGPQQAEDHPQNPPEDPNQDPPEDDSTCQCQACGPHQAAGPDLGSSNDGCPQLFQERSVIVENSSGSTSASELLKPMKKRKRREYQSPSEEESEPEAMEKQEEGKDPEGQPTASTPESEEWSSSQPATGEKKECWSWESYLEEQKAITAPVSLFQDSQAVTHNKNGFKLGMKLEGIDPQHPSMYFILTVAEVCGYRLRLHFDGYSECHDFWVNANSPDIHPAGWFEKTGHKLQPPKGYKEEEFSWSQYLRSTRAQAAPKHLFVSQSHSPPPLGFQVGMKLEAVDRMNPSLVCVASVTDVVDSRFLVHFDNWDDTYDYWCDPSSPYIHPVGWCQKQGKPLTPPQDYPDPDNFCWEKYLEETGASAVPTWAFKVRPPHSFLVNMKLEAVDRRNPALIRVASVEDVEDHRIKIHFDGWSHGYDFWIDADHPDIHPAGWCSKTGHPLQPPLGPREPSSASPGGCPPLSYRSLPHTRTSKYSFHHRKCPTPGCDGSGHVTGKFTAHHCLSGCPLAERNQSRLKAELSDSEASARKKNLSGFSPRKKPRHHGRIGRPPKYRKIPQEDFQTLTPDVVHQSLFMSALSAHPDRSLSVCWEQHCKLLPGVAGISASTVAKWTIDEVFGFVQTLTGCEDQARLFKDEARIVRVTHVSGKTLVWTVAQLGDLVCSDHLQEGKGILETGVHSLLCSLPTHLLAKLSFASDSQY
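AlphaScreen proximity signal between nickel-chelate acceptor and streptavidin donor beads (final 10 ug/mL) reports binding of 50 nM L3MBTL1 to 75 nM biotin-H3 K9me1 peptide; complex incubated with compounds 30 min at room temperature; cefsulodin titration as control.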
* hit, by the source's call; ? = inconclusive; & = joins results of further samples; [ ] = dose if it differs, or a comment. % is set by controls: 0 for no effect and ±100 for the full control effect; potency is the fitted concentration of half-maximal effect. Some of the compounds tested. The share of hits here may be higher or lower than overall.

SMILES | L3MBTL1 inh
CCn1c(C)cc(C(=O)COC(=O)c2cccnc2SC)c1C | -21%
Cc1cccc(Oc2ccc3c(c2)cc(C(=O)O)n3C)c1 | -3%
COCCn1c(SCC(=O)c2c(N)n(C3CC3)c(=O)[nH]c2=O)nc2ccccc21 | -4%
NC(=O)NC(Cc1ccccc1)C(=O)N1CCN(S(=O)(=O)c2ccc(Cl)cc2)CC1 (stereo not drawn) | 9%
COc1ccc(CC(=O)OCC(=O)NCc2ccc3c(c2)OCO3)cc1OC | -4%
Cc1c(NC(=O)CN2C(=O)NC(C)(c3ccc(Cl)cc3)C2=O)c(=O)n(-c2ccccc2)n1C (stereo not drawn) | 5%
O=C(NCCc1ccccc1)c1ccccc1Cl | 2%
COc1ccc(C(=O)Nc2ccccc2C(=O)Nc2ccc(C(=O)O)cc2)cc1 | -12%
Cc1cccn2c(=O)nc(SCC(=O)NCc3ccccc3Cl)nc12 | 6%
CCC1(CC)NC(=O)N(CC(=O)OCC(=O)Nc2ccc(OC(F)(F)F)cc2)C1=O | 3%
Cc1ccc2nc(SCC(=O)NCc3ccc(F)cc3)nc(=O)n2c1 | -1%
Cc1cccc(C)c1N=Nc1c(C)cc(O)cc1C | -28%
CCOc1ccc(S(=O)(=O)N2CCN(C(=O)CCC(=O)N3CCOCC3)CC2)cc1 | -3%
O=C(CSc1ccc2ccccc2n1)N/N=C/c1ccc(O)cc1 | -3%
CCc1n[nH]c(=S)n1/N=C/c1c(O)ccc2ccccc12 | -3%[2.29 µM]
CS(=O)(=O)N1CCC(C(=O)Nc2cccc(Br)c2)CC1 | 3%
COc1cccc(NC(=O)CN(C)C(=O)Cc2ccc3c(c2)CCC3)c1 | -2%
COc1ccc(-c2cn(Cc3ccc4ccccc4c3)nn2)cc1 | -6%
O=C(COC(=O)COc1ccc(Cl)cc1)NC1CCCCCC1 | 0%
Cc1ccc(C(C)C)c(OCC(=O)NCC(c2cccs2)N2CCOCC2)c1 (stereo not drawn) | 4%
COc1ccc(/C=C/C(=O)NNC(=O)c2cc(C)oc2C)cc1 | -3%
Cc1cccnc1NC(=O)c1ccc(NS(=O)(=O)/C=C/c2ccccc2)cc1 | 0%
Cc1cccc(C(C)C)c1NC(=O)CN1C(=O)NC(Cc2ccccc2)C1=O (stereo not drawn) | 23%
COc1ccc(S(=O)(=O)N2CCOCC2)cc1NC(=O)c1ccc2c(c1)OCO2 | ?
CCC(C)Sc1cccc(-c2nc3cc(C)ccn3c2NCc2ccccc2)c1 (stereo not drawn) | -10%

At a glance, part of the list above.
SMILES | L3MBTL1 inh
NC(=O)NC(Cc1ccccc1)C(=O)N1CCN(S(=O)(=O)c2ccc(Cl)cc2)CC1 (stereo not drawn) | 9%
COc1ccc(CC(=O)OCC(=O)NCc2ccc3c(c2)OCO3)cc1OC | -4%
Cc1c(NC(=O)CN2C(=O)NC(C)(c3ccc(Cl)cc3)C2=O)c(=O)n(-c2ccccc2)n1C (stereo not drawn) | 5%

(list continues)
SMILES | L3MBTL1 inh
COc1ccc(C(C)=O)cc1COC(=O)CCNS(=O)(=O)c1ccc(C)c(C)c1 | 1%
COc1ccc([N+](=O)[O-])cc1NS(=O)(=O)c1ccc(C(=O)N2CCCC2)cc1 | 1%
COc1ccc(CC(=O)Nc2ccc(S(=O)(=O)N(C)C3CCN(C)CC3)cc2)cc1 | -20%
CC(C)Cn1c(N)c(C(=O)COC(=O)c2cnccn2)c(=O)n(C)c1=O | -8%
Cc1c(C(=O)NC2CC(=O)N(c3ccc4c(c3)OCCO4)C2)cccc1[N+](=O)[O-] (stereo not drawn) | 8%
CCOc1cc(C2C3=C(CC(C)(C)CC3=O)N(CCCOC)C3=C2C(=O)CC(C)(C)C3)ccc1OC | -6%[2.29 µM]
CCOC(=O)[C@H]1[C@H]2COc3ccc(Cl)cc3[C@@H]2N2C(=O)c3ccc(C)cc3NC(=O)[C@@]12C | -8%
O=C(CN1C(=O)NC2(CCCC2)C1=O)N1CCN(S(=O)(=O)c2ccccc2[N+](=O)[O-])CC1 | 0%
O=C1NC2(CCCCC2)CO1 | 6%
CCc1ccc(NC(=O)Cn2cnc([N+](=O)[O-])c2)cc1 | 5%
CCN(C(=O)/C=C/c1cc(OC)c(OC)c(OC)c1)C1CCCCC1 | 2%[2.29 µM]
Cc1ccc(OCC(=O)Oc2cccc(C)c2C)cc1 | 1%[2.29 µM]
CNC(=S)NC1CC2CCCC(C1)N2Cc1ccccc1OC (stereo not drawn) | 6%
Oc1cc(-c2ccncc2)cc2cccnc12 | 7.1µM*
CC(OC(=O)CCN1C(=O)C2CC=CCC2C1=O)C(=O)c1ccc(F)cc1 (stereo not drawn) | 0%
CC(C)CN(C(=O)COC(=O)CSc1ccc(Br)cc1)C1CCS(=O)(=O)C1 (stereo not drawn) | 6%
Cc1nnc(NC(=O)CSc2ccccc2N)s1 | -4%
COC(=O)[C@H]1CN(C(=O)c2ccccc2)C(=O)N1 | 12%
COCCCNC(=O)C1c2ccccc2Oc2ccccc21 | 1%
CC1CCC(CN2C(Nc3ccccc3)=NC[C@@H]2Cc2ccccc2)CC1 (stereo partly drawn) | 7%
CC[C@@H]1C=C(C(=O)O)[C@H](c2ccc(F)cc2)N1S(=O)(=O)c1ccc(C)cc1 | 1%
CCN(C(=O)CSc1nnc(SC(C)C)s1)C1CCS(=O)(=O)C1 (stereo not drawn) | 3%
CC(OC(=O)Cc1n[nH]c(=O)c2ccccc12)C(=O)Nc1ccc(F)cc1Cl (stereo not drawn) | 2%
O=C(COc1ccc(F)cc1Br)NCC1COc2ccccc2O1 (stereo not drawn) | 17%
CC1CC(C)(C)CC(=O)C1C(=O)c1ccccc1 (stereo not drawn) | 7%

Continued; it opens with the 4 that closed the last part.
SMILES | L3MBTL1 inh
CCN(C(=O)CSc1nnc(SC(C)C)s1)C1CCS(=O)(=O)C1 (stereo not drawn) | 3%
CC(OC(=O)Cc1n[nH]c(=O)c2ccccc12)C(=O)Nc1ccc(F)cc1Cl (stereo not drawn) | 2%
O=C(COc1ccc(F)cc1Br)NCC1COc2ccccc2O1 (stereo not drawn) | 17%
CC1CC(C)(C)CC(=O)C1C(=O)c1ccccc1 (stereo not drawn) | 7%
O=C(CSc1nncn1-c1ccccc1F)NC1CCCCC1 | -4%
C=CCn1c(SCC(=O)Nc2sc3c(c2C#N)CCC(C)C3)nc2cc(C(=O)O)ccc2c1=O (stereo not drawn) | ?
[O-][n+]1c2ccccc2c2n1CCN1CCOC21c1ccc(Cl)cc1 (stereo not drawn) | -1%
O=C(c1cc(S(=O)(=O)N2CCN(c3ccccc3)CC2)ccc1Cl)N1CCCCCCC1 | -11%
Cc1cc([N+](=O)[O-])ccc1NC(=O)CN1CCN(Cc2ccccc2)CC1 | -3%
COc1cc(/C=C/C(=O)Nc2ccc(OC)c(S(=O)(=O)N3CCOCC3)c2)ccc1OC(F)F | 0%
CC1CC(C)CN(CCCNC(=O)CCC(=O)N2CCOc3ccccc32)C1 (stereo not drawn) | 4%
COC(=O)CCC(=O)Nc1ccc(S(=O)(=O)N2CCc3ccccc32)cc1 | -2%
Oc1cc(NCc2ccc(Cl)cc2)cc2cccnc12 | 12%&-4%
CN(C)CCn1c2c(c(SCC(=O)Nc3nccs3)nc1=O)CCCC2 | 6%
CCOc1ccc(C(=O)C(C)OC(=O)CN2C(=O)NC(C)(C)C2=O)cc1 (stereo not drawn) | 6%
CC(C)CC(C(=O)Nc1cccc(O)c1)N1C(=O)c2ccccc2C1=O (stereo not drawn) | 5%
COc1ccccc1CNC(=O)COC(=O)c1cc(C)nc2ccccc12 | -2%
CC(=O)Nc1ccc(S(=O)(=O)N2CCSc3ccccc32)cc1 | -7%
Cc1ccc2nc(-c3ccccc3)cc(C(=O)NCC(c3ccco3)N(C)C)c2c1 (stereo not drawn) | -9%
COc1ccc(-c2c(C#Cc3ccsc3)c3cc(-c4ccc5[nH]ccc5c4)ccc3n2C)cc1 | -2%
COc1ccc(-c2cc(C(=O)NCc3ccco3)c3ccccc3n2)cc1 | 1%
Cc1cc(C)cc(N(CC(=O)N2CCCCCC2)S(C)(=O)=O)c1 | -8%
O=C(c1cccc(S(=O)(=O)N2CCCC2)c1)N1CCN(Cc2ccccc2)CC1 | 3%
Cc1cc(C)c(NC(=O)CCc2c(C)noc2C)c(C)c1 | 0%
O=C(NCc1cccc(C(F)(F)F)c1)c1cccc2c1C(=O)c1ccc(N3CCC(Cc4ccccc4)CC3)cc1S2(=O)=O | 14%
CC(=O)NCCC(=O)N1CCCC(N2CCN(c3cccc(Cl)c3)CC2)C1 (stereo not drawn) | 7%
CS(=O)(=O)N(CC(=O)NCCSCc1cccc(Cl)c1)c1ccc(F)cc1 | -5%[2.29 µM]
O=C(Nc1ccc(F)cc1F)c1ccc2nc(N3CCOCC3)sc2c1 | 0%
C[C@@]12C(=O)Nc3cc(Cl)ccc3C(=O)N1[C@H]1c3cc(Br)ccc3OC[C@@H]1[C@@H]2c1ccccc1 | -7%

Laid out differently: results already given
L3MBTL1 inh,SMILES
-2%,COc1ccc(-c2c(C#Cc3ccsc3)c3cc(-c4ccc5[nH]ccc5c4)ccc3n2C)cc1
1%,COc1ccc(-c2cc(C(=O)NCc3ccco3)c3ccccc3n2)cc1
-8%,Cc1cc(C)cc(N(CC(=O)N2CCCCCC2)S(C)(=O)=O)c1
3%,O=C(c1cccc(S(=O)(=O)N2CCCC2)c1)N1CCN(Cc2ccccc2)CC1
0%,Cc1cc(C)c(NC(=O)CCc2c(C)noc2C)c(C)c1
14%,O=C(NCc1cccc(C(F)(F)F)c1)c1cccc2c1C(=O)c1ccc(N3CCC(Cc4ccccc4)CC3)cc1S2(=O)=O
7%,CC(=O)NCCC(=O)N1CCCC(N2CCN(c3cccc(Cl)c3)CC2)C1 (stereo not drawn)

Looked up one by one from the list above (4):
SMILES | L3MBTL1 inh
COc1cc(/C=C/C(=O)Nc2ccc(OC)c(S(=O)(=O)N3CCOCC3)c2)ccc1OC(F)F | 0%
COc1ccc(-c2c(C#Cc3ccsc3)c3cc(-c4ccc5[nH]ccc5c4)ccc3n2C)cc1 | -2%
COC(=O)CCC(=O)Nc1ccc(S(=O)(=O)N2CCc3ccccc32)cc1 | -2%
COc1ccccc1CNC(=O)COC(=O)c1cc(C)nc2ccccc12 | -2%

Following part:
SMILES | L3MBTL1 inh
COc1ccc(C(=O)COC(=O)c2cc(=O)[nH]c3ccccc23)c(OC)c1 | -6%
COc1ccc(-c2csc(NC(=O)CSCC(=O)Nc3cc(C)on3)n2)cc1OC | -9%
Cc1ccc(C(=O)NNC(=O)c2cc(C)nc3ccccc23)cc1 | 7%
COc1cc(/C=N/NC(=O)c2ccncc2)cc(OC)c1OC | -1%[2.29 µM]
CCOc1ccc(NS(=O)(=O)c2ccc(C(=O)NCc3ccccn3)cc2)cc1 | 2%
CCN(C(=O)CSc1n[nH]c(N)n1)c1cccc2ccccc12 | -7%
C[C@H]1CN([C@@H](C)CO)C(=O)Cc2cc(NC(=O)CCC(F)(F)F)ccc2O[C@H]1CN(C)C(=O)Nc1ccc(F)cc1 | 11%
Cc1nc2ccc(C(=O)O)cc2c2c1CC(CN)O2 (stereo not drawn) | 8%
COc1ccc(OCC(=O)NNC(=O)c2ccccc2OCc2c(C)noc2C)cc1 | 1%
O=C(O)c1ccc(-c2sc(Nc3ccccc3)n[n+]2-c2ccccc2)cc1 | 13%
Cc1ccc([C@@H]2CC=C(C(=O)O)[C@H](c3ccc(C(C)(C)C)cc3)N2S(=O)(=O)c2ccc(C)cc2)cc1 | -6%
COc1ccc(S(=O)(=O)N2CCCCC2)cc1NC(=O)CCNC(=O)c1ccccc1Cl | 2%
Cn1cnnc1SCC(=O)Nc1ccc(N2CCCCC2)cc1 | ?
Cc1ccc(SCCNCc2ccco2)cc1 | 1%
O=C(NCC(O)CO)c1csc(Nc2cccc3ccccc23)n1 (stereo not drawn) | -6%
CCCn1c(C(C)Nc2nc(-c3cccc(Br)c3)cs2)nc2ccccc21 (stereo not drawn) | -4%
COc1ccccc1NC(=O)COc1ccc(C(=O)NCc2ccccc2)cc1OC | 0%
O=C1CN(C(=O)COC(=O)COc2ccccc2)c2ccccc2N1 | -6%
Cn1c(=O)c2c(nc(CN3CCN(CCO)CC3)n2Cc2ccccc2Cl)n(C)c1=O | 7%
COc1ccc(C(=O)NOCc2ccccc2)cc1 | 3%
CN1CCN(c2ccc(S(=O)(=O)N3CCOCC3)cc2NC(=O)CSCc2ccccc2)CC1 | -7%
Cc1ccc(OCCCN2CCOCC2)cc1 | 7%
O=C1CC2(CCN(S(=O)(=O)c3ccccc3F)CC2)Oc2ccccc21 | 11%
CS(=O)(=O)c1ccc(Cl)c(NC(=O)CN2CCCC2c2ccc3c(c2)OCCCO3)c1 (stereo not drawn) | -8%
CC(C)(C)N(Cc1ccccc1)C(=O)COC(=O)CNC(=O)c1ccco1 | -1%
SMILES | L3MBTL1 inh
Cc1cc(=O)oc2cc(OCC(=O)Nc3c(C)n(C)n(-c4ccccc4)c3=O)c(Cl)cc12 | 5%
O=C(Nc1ccccc1N1CCOCC1)c1ccc(Cl)c(S(=O)(=O)N2CCCC2)c1 | -8%
Cc1cnc(C(=O)OCC(=O)c2ccccc2)cn1 | -12%
C[C@@H]1COC(=O)[C@H](Cc2ccc(F)cc2)CC/C=C/C[C@@H](CC(=O)N[C@H](CO)Cc2ccccc2)C(=O)N1 | 8%
Cc1ccc(S(=O)(=O)NCC(=O)OC(C)C(=O)c2ccccc2)cc1 (stereo not drawn) | 3%
CN1CCN(C(=O)c2ccc(NS(=O)(=O)c3cccc([N+](=O)[O-])c3)cc2)CC1 | 7%
COc1cc(/C=C/C(=O)Nc2cccnc2)cc(OC)c1OC | 13%
Nc1ncnc2c1ncn2[C@@H]1O[C@H](CNCc2ccc(OCc3ccccc3)cc2)[C@@H](O)[C@H]1O | -5%
Cc1ccc(C)c(S(=O)(=O)N2CCN(C(=O)c3n[nH]c(=O)c4ccccc34)CC2)c1 | 3%
CCNC(=O)CSc1nnc(-c2cccc(S(=O)(=O)N3CCOCC3)c2)o1 | 12%
COc1ccc(CCC(=O)OCC(=O)NC(=O)c2ccc(Cl)cc2)cc1 | 1%
